NIH3T3 HSF-1 reporter = decrease of heat-induced HSF-1 GFP reporter, dose response, NIH3T3 R4 cells, GFP/RFP, cherry-pick, set 3 (AID 493083). NIH3T3 R4 HSF-1 GFP reporter, heat shock, 48 h. activity change, negative = inhibition, % at the top dose, mostly 19.5 µM; hits show AC50 in µM. 2,400 tested, 4% active;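 active = compounds lowering signal whose fitted AC50 is at most ten times the top tested dose; inconclusive = flat fit with moderate inhibition, or poor curve fit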;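 note: 0% = neutral control wells and -100% = didemnin B positive control; many of its hits are not listed in these tables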
The depositor's hits bear a star; i = inactive; ? = inconclusive.

| NIH3T3 HSF-1 reporter | Compound |
| --- | --- |
| 17% | O=C(N/N=C/c1ccc(O)cc1)c1[nH]c2ccc(Br)cc2c1-c1ccccc1 |
| -2% | Cn1c(=O)c2cn(Cc3ccc(Cl)cc3)cc2n(C)c1=O |
| 8% | c1ccc(CNc2nc(N3CCN(Cc4ccccc4)CC3)nc3ccccc23)cc1 |
| -5% | Cc1[nH]n(CCC#N)c(=O)c1CC(=O)N1CCN(c2ccccc2)CC1 |
| 2% | CCOC(=O)c1ccc(NC(=O)N2CCN(S(C)(=O)=O)CC2)cc1 |
| 9% | CCC(C)c1ccc(NC(=O)C2CC2)cc1 (stereo not given) |
| 51% | COc1ccc(CN2CCC(C(=O)Nc3ccc(Oc4cccnc4)cc3)CC2)c(C)c1C |
| 1% | CC(C)(C)C(=O)OCc1nc(-c2ccc3c(c2)OCCO3)cs1 |
| -90% | O=C(NCCc1ccccc1)C(c1cccs1)N(C(=O)CCl)c1ccc(Cl)cc1 (stereo not given) |
| 0% | O=C(O)c1cccc(COc2ccc3c(c2)CCC3)c1 |

Next part
| NIH3T3 HSF-1 reporter | Compound |
| --- | --- |
| 10% | COc1ccc(N2CCN(c3ccc(NC(=O)NN)cc3)CC2)cc1 |
| -10% | O=C(Nc1cccc(Cl)c1)N1CCOCC1 |
| -9% | CCC(=O)Nc1c(-c2ccc(Cl)cc2)c(=O)c2ccccc2n1C |
| -4% | CS(=O)(=O)N(CC(=O)NCc1ccccc1)C1CCCCC1 |
| -7% | O=C(c1cc(Cl)ccc1Cl)N1CCOCC1 |
| -2% | CCOC(=O)N1CCN(C(=S)Nc2ccc(C)cc2C)CC1 |
| 9% | N#C/C(=C/c1ccc(Br)o1)C(N)=O |
| -14% | Cn1cc(CCNC(=O)CC2C(=O)NCCN2Cc2cccc(Oc3ccccc3)c2)cn1 (stereo not given) |
| -3% | CC(C)CCNC(=O)c1ccc2c(SCC(=O)O)c3c(nc2c1)CCC3 |
| -6% | CCOC(=O)CCCNS(=O)(=O)c1c(C)ccc2nsnc12 |

Next section.
| NIH3T3 HSF-1 reporter | Compound |
| --- | --- |
| -3% | CC(C)C(=O)Nc1cccc(-c2nc3ncccc3o2)c1 |
| -1% | O=C(CN(Cc1ccccc1Cl)S(=O)(=O)c1ccc(Cl)cc1)N/N=C/c1ccc(C(=O)O)cc1 |
| 7% | CCOC(=O)c1c(C)n(C)c2ccc(OC)c(NC(=O)CN3CCSCC3)c12 |
| 1% | Cc1cccc(N2C(=O)CS/C2=N\NC(=O)c2ccc(Br)cc2)c1C |
| 2% | CC1(C)CC(=O)C=C(Nc2ccc(Br)cc2F)C1 |
| -8% | CCC(=O)Nc1ccc(NC(=O)Cc2ccccc2)cn1 |
| -3% | C/C(=N\NC1=NCCN1)c1ccc(N)c([N+](=O)[O-])c1 |
| -4% | N=C1C(c2nc3ccccc3[nH]2)=C(O)CN1c1ccc(CC(=O)O)cc1 |
| 2% | CCCC(C(=O)NC(C)(C)C)N(C(=O)c1snc(C(N)=O)c1N)c1ccc2c(c1)OCCO2 (stereo not given) |
| -7% | CCn1c(C(C#N)/C(=N\S(=O)(=O)c2cccs2)c2ccccc2)nc2ccccc21 (stereo not given) |

Reprinted at random: 2 records from the list, in no set order.
| NIH3T3 HSF-1 reporter | Compound |
| --- | --- |
| -8% | CCC(=O)Nc1ccc(NC(=O)Cc2ccccc2)cn1 |
| 2% | CC1(C)CC(=O)C=C(Nc2ccc(Br)cc2F)C1 |

Going on with the list.
| NIH3T3 HSF-1 reporter | Compound |
| --- | --- |
| -12% | COC(=O)c1cn[nH]c1NC(=S)Nc1ccc(Cl)c(Cl)c1 |
| -3% | CCOC(=O)CSc1nnc(-c2ccccc2)c(-c2ccccc2)n1 |
| 7% | COc1ccc(OC)c(-c2cc(C(=O)N/N=C/c3cc(OC)c(OC)cc3OC)c3ccccc3n2)c1 |
| i | NC(=O)C1CCN(CC(=O)Nc2nc(-c3ccccc3)cs2)CC1 |
| ? | O=C(NCc1ccc2c(c1)OCO2)c1nc(S(=O)(=O)Cc2ccccc2)ncc1Cl |
| 10% | CCCNC(=O)c1ccc(N2CCC3(CC2)CC(c2cccc(Br)c2)=NO3)c(NC(=O)c2ccc(Br)cc2)c1 |
| 2% | O=C(COC(=O)c1ccccc1SCC(=O)N1CCCC1)NC1CCS(=O)(=O)C1 (stereo not given) |
| -2% | CCN(CC)C(=O)C1CCCN(c2ccc([N+](=O)[O-])cc2/C=N/NC(=O)c2ccc([N+](=O)[O-])cc2)C1 (stereo not given) |
| -5% | Cc1ccc(C)c(N2CCN(C(=O)c3cc(S(=O)(=O)N4CCCC4)cn3C)CC2)c1 |
| 34% | CC(/C=N/NC(=O)Cn1cnc2ccccc21)=C\c1ccccc1 |

Ordered by molar mass (rising): part of the list above.
| NIH3T3 HSF-1 reporter | Compound |
| --- | --- |
| 9% | CCC(C)c1ccc(NC(=O)C2CC2)cc1 (stereo not given) |
| -7% | O=C(c1cc(Cl)ccc1Cl)N1CCOCC1 |
| -3% | C/C(=N\NC1=NCCN1)c1ccc(N)c([N+](=O)[O-])c1 |
| -9% | CCC(=O)Nc1c(-c2ccc(Cl)cc2)c(=O)c2ccccc2n1C |
| -3% | CCOC(=O)CSc1nnc(-c2ccccc2)c(-c2ccccc2)n1 |
| -3% | CC(C)CCNC(=O)c1ccc2c(SCC(=O)O)c3c(nc2c1)CCC3 |
| -5% | Cc1ccc(C)c(N2CCN(C(=O)c3cc(S(=O)(=O)N4CCCC4)cn3C)CC2)c1 |

(listing goes on)
| NIH3T3 HSF-1 reporter | Compound |
| --- | --- |
| 13% | Cc1ccc2nc(-c3cccc(Br)c3)cc(C(=O)NCC3CCCO3)c2c1 (stereo not given) |
| -6% | O=C(COC(=O)c1cc[n+]([O-])cc1)Nc1cccc(Cl)c1Cl |
| -1% | CCC(C)NC(=O)C1(C)CCC(=O)N1Cc1ccccc1OC (stereo not given) |
| -4% | Cc1c(Cl)cccc1NC(=O)Nc1cnccn1 |
| 39% | Cn1c(C(C#N)C(=O)c2sc3ccccc3c2Cl)nc2ccccc21 (stereo not given) |
| -3% | CC(C)c1onc(C(=O)N2CCN(C(c3ccccc3)c3ccccc3)CC2)c1[N+](=O)[O-] |
| 1% | OC(COc1c(F)cc(Br)cc1F)CN1CCN(c2ccc(F)cc2)CC1 (stereo not given) |
| 6% | O=C(O)CCn1c(O)c(C=C2N=c3ccccc3=N2)sc1=S |
| 8% | O=C1OC2(CCCCC2)OC(=O)C1=CNc1nccs1 |
| 5% | Cc1cccc(NC(=O)Cn2c(=O)n(Cc3ccco3)c(=N)c3c4c(sc32)COC(C)(C)C4)c1 |

(next part)
| NIH3T3 HSF-1 reporter | Compound |
| --- | --- |
| -2% | CC1CCN(CC(=O)NC2CCCCC2)CC1 |
| 2% | CCN1CCc2c(sc(NC(=O)c3cc4ccccc4cc3OC)c2C(N)=O)C1 |
| 7% | Cc1nc2cc(-c3ccccc3)nn2c(C)c1CCC(=O)NC(C)c1ccc2c(c1)OCCO2 (stereo not given) |
| -2% | CC[C@@H](C)[C@H](NC(=O)Cc1c(C)c2cc3c(C)c(C)oc3c(C)c2oc1=O)C(=O)O |
| 4% | CCN1CCN(Cc2ccc(NC(=O)c3ccc(C)c(NC(=O)c4cccc5[nH]ccc45)c3)cc2C(F)(F)F)CC1 |
| 12% | CCc1ccc(/C=C2\Oc3cc(OC(=O)N4CCOCC4)ccc3C2=O)cc1 |
| 10% | N=C(N)SCc1ccccc1Cl |
| -5% | CC1(C)CC(=O)c2cc(OCC(=O)N3CCN(c4ccccc4F)CC3)ccc2O1 |
| 7% | COc1ccc(N(CC(=O)Nc2cccc(C)c2)S(=O)(=O)c2c(C)noc2C)cc1 |
| 0% | CC(C)Sc1nc2ccc(N3C(=O)C4CCCCC4C3=O)cc2s1 (stereo not given) |

The results go on.
| NIH3T3 HSF-1 reporter | Compound |
| --- | --- |
| 1% | OCCNc1nc2nonc2nc1NCCO |
| -6% | CCCCOc1cccc(C(=O)Nc2ccc(NC(=O)c3cccs3)cc2)c1 |
| -3% | O=C(CSc1ccccc1)Nc1cccc(NC(=O)c2ccco2)c1 |
| -5% | CCCC(C)NC(=O)C1c2ccccc2Oc2ccccc21 (stereo not given) |
| 8% | CC(C)=C1C2CCC1C1C(=O)N(c3ccc(C)c(C)c3)C(=O)C21 (stereo not given) |
| -1% | O=C(NC(=S)NCCC1=CCCCC1)c1cncc(Br)c1 |
| 20% | O=C(C1=C[C@H](c2ccc(C(F)(F)F)cc2)C[C@H](OCCCCO)O1)N1CCN(Cc2ccc3c(c2)OCO3)CC1 |
| -5% | CCN(C(=O)COC(=O)/C=C/c1ccccc1)C1CCCCC1 |
| 0% | CCC1COCCS(=O)(=O)N1Cc1ccccc1C (stereo not given) |
| 0% | N#Cc1c(N)nc(SCc2ccncc2)c(C#N)c1-c1cccs1 |

Remaining list, next part
| NIH3T3 HSF-1 reporter | Compound |
| --- | --- |
| -1% | O=C(NCCCn1ccnc1)C(=O)NCC1OCCN1S(=O)(=O)c1cc(F)ccc1F (stereo not given) |
| 2% | O=C(CCCNC(=O)/C(=C\c1ccccc1F)NC(=O)c1ccccc1)OCc1ccccc1 |
| -3% | O=C(/C=C\Nc1ccc2c(c1)OCO2)c1ccccn1 |
| -1% | CC(=O)OCC(=O)[C@@]12OC(C)(C)O[C@@H]1CC1C3C[C@H](F)C4=CC(=O)C=CC4(C)[C@@]3(F)C(O)CC12C (stereo not given in full) |
| 112% | O=C(Nc1ccc2c(c1)OCCO2)c1coc2ccccc2c1=O |
| 2% | Cn1c(=N)n(CC(=O)c2ccc(Cl)c(Cl)c2)c2ccccc21 |
| -1% | O=C(NC(=S)Nc1ccc2oc(=O)ccc2c1)c1cc2ccccc2o1 |
| 6% | COC(=O)C(Cc1ccccc1)NC(=O)CNC(=O)c1sc2ccccc2c1Cl (stereo not given) |
| -7% | O=C(CCCOc1ccccc1)Nc1nccs1 |
| 2% | CCOC(=O)CSc1cc(CS(C)(=O)=O)nc(-c2ccccn2)n1 |

Reformatted: 3 of the compounds above.
> Cc1cccc(NC(=O)Cn2c(=O)n(Cc3ccco3)c(=N)c3c4c(sc32)COC(C)(C)C4)c1
  NIH3T3 HSF-1 reporter = 5%

> OCCNc1nc2nonc2nc1NCCO
  NIH3T3 HSF-1 reporter = 1%

> OC(COc1c(F)cc(Br)cc1F)CN1CCN(c2ccc(F)cc2)CC1 (stereo not given)
  NIH3T3 HSF-1 reporter = 1%

The main list resumes with the seven entries that preceded the break.
| NIH3T3 HSF-1 reporter | Compound |
| --- | --- |
| -1% | CC(=O)OCC(=O)[C@@]12OC(C)(C)O[C@@H]1CC1C3C[C@H](F)C4=CC(=O)C=CC4(C)[C@@]3(F)C(O)CC12C (stereo not given in full) |
| 112% | O=C(Nc1ccc2c(c1)OCCO2)c1coc2ccccc2c1=O |
| 2% | Cn1c(=N)n(CC(=O)c2ccc(Cl)c(Cl)c2)c2ccccc21 |
| -1% | O=C(NC(=S)Nc1ccc2oc(=O)ccc2c1)c1cc2ccccc2o1 |
| 6% | COC(=O)C(Cc1ccccc1)NC(=O)CNC(=O)c1sc2ccccc2c1Cl (stereo not given) |
| -7% | O=C(CCCOc1ccccc1)Nc1nccs1 |
| 2% | CCOC(=O)CSc1cc(CS(C)(=O)=O)nc(-c2ccccn2)n1 |
| -4% | CCCCNC(=S)NNc1c(Cl)cc(Cl)cc1Cl |
| 9% | Cc1cccc(C)c1-n1c(C)cc(/C=C2\NC(=O)NC2=O)c1C |
| -4% | O=C(NCc1ccco1)c1ccccc1-c1ccc(C(F)(F)F)cc1 |
| -3% | CC(C)CCNC(=O)C1CCCN1C(=O)NC1CCCCC1 (stereo not given) |
| 25% | CCCNC(=O)c1ccc(COc2ccc(CCC)cc2OC)o1 |
| -1% | COc1c([N+](=O)[O-])c(=O)oc2ccccc12 |
| -1% | C/C(=N\Nc1nc(-c2ccccc2)cs1)c1cccs1 |
| 1% | Cc1occc1C(=O)Nc1cc(C(F)(F)F)ccc1Cl |
| 4% | COc1ccc(Cn2nnnc2C(c2ccccc2Cl)N2CCC(C(N)=O)CC2)cc1 (stereo not given) |
| 1% | COc1cc2c(cc1OC)/C(=C/C(=O)c1ccc(C)cc1)NCC2 |

Following part
| NIH3T3 HSF-1 reporter | Compound |
| --- | --- |
| -2% | O=C(NCc1ccccc1Cl)C1CCN(S(=O)(=O)N2CCCC2)CC1 |
| 1% | CC1CCCC(C)N1C(=O)CSc1ccc(-c2ccc3c(c2)OCCO3)nn1 (stereo not given) |
| 15% | CN(c1ccc2nc3ccccc3c(=O)n2n1)C1CCCCC1 |
| -6% | O=C(c1nnsc1S(=O)(=O)c1ccc(Cl)cc1)N1CCOCC1 |
| 18% | Cc1cccc(NCc2ccc(O)c3ncccc23)c1C |
| -5% | Cc1noc(C)c1COc1ccc(C(=O)OCC(=O)Nc2c(C)n(C)n(-c3ccccc3)c2=O)cc1 |
| 1% | COc1ccccc1CNC(=O)N1CCN(c2ccccc2C)CC1 |
| 1% | O=C(NCC(=O)N1CCN(c2ccccc2O)CC1)c1ccc(Br)o1 |

Source: PubChem BioAssay

An excerpt (hit frequency here may not be typical).
